# Source: PubChem BioAssay
# MEKK2wt PB1 HTS – raises or lowers MEK5 binding to wildtype human MEKK2 PB1 domain; Q9Y2U5; bead flow cytometry, Alexa488-MEK5 binding to MEKK2 WT; actives lie on both sides; binding response (% of control), % at 10 µM; 1.1% of 290,000 active; AID 1531; in the data active = binding response below about 67% or above about 130%
# GalR3 antagonist – human GalR3 antagonism; O60755; HEK293 GalR3-CNG cAMP membrane potential fluorescence; galR3 body fused to GalR1 C-terminus; inhibition, % at 3 µM; 0.44% of 360,000 active;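 active = inhibition above the screen-wide average plus 3 SD, cut at about 13% in these data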;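 also: forskolin and galanin both at EC90 stimulate the cells; cAMP rise reported by CNG channel membrane potential dye signal; 0% = forskolin plus galanin with DMSO and 100% = forskolin alone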
# Target sequence (O60755 1-299 limits assumed): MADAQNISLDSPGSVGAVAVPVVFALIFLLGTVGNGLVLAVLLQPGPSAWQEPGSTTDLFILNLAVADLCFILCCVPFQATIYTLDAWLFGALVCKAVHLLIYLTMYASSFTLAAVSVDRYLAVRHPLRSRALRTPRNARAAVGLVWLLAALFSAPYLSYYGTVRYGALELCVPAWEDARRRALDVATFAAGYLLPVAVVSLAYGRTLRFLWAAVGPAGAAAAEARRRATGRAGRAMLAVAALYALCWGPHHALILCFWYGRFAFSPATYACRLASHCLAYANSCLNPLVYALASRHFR
# HCV NS3 hel inh – blocks Hepatitis C virus NS3 helicase unwinding; inhibition, % at 10.9 µM; NS3 helicase DNA unwinding, Cy5 molecular beacon fluorescence; 0.56% of 290,000 active;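 active = inhibition above the mean of all tested compounds plus 3 SD, set per campaign, cut at about 35% in these data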;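 also: 0% = DMSO wells and 100% = thioflavine S control wells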
#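 System: Hepatitis C virus NS3 helicase domain fragment enzyme | Reagent: Annealed dual-labelled DNA beacon duplex, ATP-started | Compound dosing: 10.9 µM single point, 0.8% DMSO | Incubation: 1 h reaction at 25 °C, ATP-initiated | Technique: Cy5 fluorescence | Evaluation: Percent inhibition from t60/t0 fluorescence ratio | Benchmarks: Low DMSO, high thioflavine S at 110 µM | Replication: Singlicate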
# MEKK3 PB1 HTS – raises or lowers MEK5 binding to the human MEKK3 PB1 domain. bead-based flow cytometry, Alexa488-MEK5 binding to MEKK3; actives lie on both sides; 0 = blocked by unlabeled MEK5, 100 = vehicle. AID 1529. binding response (% of control), % at 10 µM. 1.4% of 290,000 active;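 active = binding response more than 3 SD above or below the average of its plate-row segment, actives on both sides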;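 also: Alexa488 bead fluorescence after subtracting the streptavidin-only scavenger bead signal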
# Target sequence (Q99759 whole entry, looked up, the tested form may be a part): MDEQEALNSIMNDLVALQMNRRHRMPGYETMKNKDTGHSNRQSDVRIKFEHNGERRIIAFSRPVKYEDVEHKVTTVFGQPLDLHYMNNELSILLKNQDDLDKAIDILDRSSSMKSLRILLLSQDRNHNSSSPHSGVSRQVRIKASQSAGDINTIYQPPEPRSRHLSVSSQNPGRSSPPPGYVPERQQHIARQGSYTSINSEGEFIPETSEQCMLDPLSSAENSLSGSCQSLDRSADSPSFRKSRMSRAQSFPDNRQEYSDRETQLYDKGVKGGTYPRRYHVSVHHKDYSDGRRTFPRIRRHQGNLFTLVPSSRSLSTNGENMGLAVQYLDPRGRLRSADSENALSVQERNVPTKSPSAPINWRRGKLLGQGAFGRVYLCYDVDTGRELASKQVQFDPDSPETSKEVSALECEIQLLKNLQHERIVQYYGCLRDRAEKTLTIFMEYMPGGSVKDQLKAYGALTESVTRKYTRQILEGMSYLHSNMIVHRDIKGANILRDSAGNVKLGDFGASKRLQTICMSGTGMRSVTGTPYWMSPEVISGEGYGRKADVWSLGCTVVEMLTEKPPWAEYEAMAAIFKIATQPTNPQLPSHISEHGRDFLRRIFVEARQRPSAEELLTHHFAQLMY
# CRFR2-BP antag – CRF-BP/CRF-R2 complex antagonism | HEK293 CRF-R2/CRF-BP, CRF-induced calcium fluorescence | AID 588475 | inhibition, % at 11.8 µM | 0.59% of 350,000 active;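 active = inhibition of the ligand-induced calcium signal above about 50% at the single tested concentration, limit read from the data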
# CRFR2-BP ag – CRF-BP/CRF-R2 complex agonism | HEK293 CRF-R2/CRF-BP, calcium dye fluorescence (FLIPR); percent of saturating CRF peptide response | activation, % at 13.2 µM | 0.46% of 350,000 active;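 active = activation of at least 50%, plus an integration ratio under a set limit after plate pattern correction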;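 also: plate controls were neutral control wells without compound for no effect and CRF at EC100 for full effect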
# MEKK2mut PB1 HTS – signal of MEK5 binding to mutant human MEKK2 PB1 domain; bead flow cytometry, Alexa488-MEK5 binding to MEKK2 mutant; percent response, % at 10 µM; 0.35% of 290,000 active; in the data active = percent response above about 24%, passing the limit was not always enough; also: inactives centre near 1; some results filed as inactive read as strong as hits
# DNA FID counter – fluorescent intercalator displacement, NS3 helicase counter-screen; DNA fluorescent intercalator displacement, fluorescence; inhibition, % at 7.9 µM; 0.17% of 290,000 active; AID 1845; in the data active = inhibition above about 37%;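 also: 0% = vehicle and 100% = reference compound; higher means more ethidium bromide displaced from hairpin DNA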
# SUMO HTRF inh – blocks human SUMOylation mediated by UBC9; HTRF SUMOylation assay, SAE1/SAE2 + UBC9, in vitro; inhibition, % at 35 µM; 0.36% of 290,000 active; AID 2006; in the data active = inhibition above about 50%, passing the limit was not always enough; also: strong numbers were not always called active
# Target sequence (P63279 whole entry, looked up): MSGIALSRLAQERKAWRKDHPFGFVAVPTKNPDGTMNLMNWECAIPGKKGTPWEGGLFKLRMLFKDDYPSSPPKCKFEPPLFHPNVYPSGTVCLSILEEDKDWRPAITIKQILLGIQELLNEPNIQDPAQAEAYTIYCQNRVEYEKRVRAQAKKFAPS
# * hit, by the source's call; · = no result given. Some of the compounds tested; count on the stated rates, not on these rows.
SMILES,MEKK2wt PB1 HTS,GalR3 antagonist,HCV NS3 hel inh,MEKK3 PB1 HTS,CRFR2-BP antag,CRFR2-BP ag,MEKK2mut PB1 HTS,DNA FID counter,SUMO HTRF inh
CN(c1ccccc1C(=O)NCc1ccco1)S(C)(=O)=O,101,-2,7,100,13,-0.7,5,-6,2
O=C(Nc1ccccc1N1CCCC1)c1cc2ccccc2o1,·,-1,-5,·,-17,-0.3,·,-6,-3
CC(=O)NC(CCS(C)(=O)=O)C(=O)Nc1ccccc1Cl (stereo not drawn),105,1,-1,105,-27,2.6,17,1,11
CCOC(=O)C1CCN(C(=O)Nc2ccc(OC(F)(F)F)cc2)CC1,100,2,-2,89,3,-1.1,-22,-14,0
CCc1nc(SCC(=O)Nc2ccc(F)cc2F)c2c(=O)n(C)c(=O)n(C)c2n1,99,-2,0,96,-4,0.3,3,-6,13
CCOC(=O)c1c(SC)nc(SC)c2c1CCC2,108,-1,8,108,6,-0.6,19,-1,12
CCC(=O)N1CCN(c2ccccc2NC(=S)NC(=O)c2ccco2)CC1,104,-2,0,104,-16,2.5,-1,-41,8
COc1ccc(C(CC(=O)N2CCCC(C)C2)c2c(OC)cc(OC)c3c(-c4ccccc4)cc(=O)oc23)cc1 (stereo not drawn),81,-5,·,107,11,0.9,4,·,-5
CC1CCCC(NC(=O)CN2CCN(Cc3ccc(Cl)cc3)C2=O)C1C (stereo not drawn),115,-4,-7,105,0,-2.1,12,-27,-6
Cc1nc(NC(C)(C)CO)c([N+](=O)[O-])cc1[N+](=O)[O-],101,-3,4,100,8,-0.9,-2,11,-6
COc1ccc(CNC(=O)CN2C(=O)COc3ccc(S(=O)(=O)N4CCOCC4)cc32)cc1,102,-1,-1,104,-6,-0.6,1,-12,·
Cc1ccc(C)c(NC(=O)C2CCCN(S(=O)(=O)c3cccnc3)C2)c1 (stereo not drawn),101,-2,4,99,-13,1.6,-1,-19,-13
CCSc1nnc(NC(=O)Cc2ccc(OC)c(OC)c2)s1,99,-2,-6,97,-14,0.1,-1,-5,2
O=C(Nc1ccc2c(c1)OCO2)c1cc(-c2cccc(O)c2)on1,93,-5,7,95,4,-0.4,-7,-3,11
O=C(CSc1nc2ncc(Cl)cc2[nH]1)c1c[nH]c2ccccc12,90,-6,-11,94,-7,1.8,1,-1,34
CCOC(=O)c1ccc(NC(=S)NCc2ccco2)cc1,102,-1,9,104,-4,-1.2,-1,-5,11
CC1CCN(C(=O)Cn2nnc(-c3ccccc3)n2)CC1,108,-11,7,108,-2,-0.7,5,-9,-7
O=C1NC(c2ccc(-c3ccccc3[N+](=O)[O-])o2)C(C(=O)c2ccc(Cl)cc2)C(O)(C(F)(F)F)N1 (stereo not drawn),112,-5,3,100,-50,-1.1,10,-17,-7
CCc1ccc(NC(=O)C2CCN(S(=O)(=O)c3c(C)noc3/C=C/N(C)C)CC2)cc1,100,-7,1,101,-5,-1.5,-1,-27,-9
CC(C)(C)C(=O)NC(=S)Nc1cc(C(=O)O)ccc1Cl,105,-3,5,102,9,0.7,11,1,21
Cc1ccc(C(=O)NCc2nnc(SCC(=O)NC(C)c3ccccc3)n2C)cc1 (stereo not drawn),104,-4,0,102,8,0.1,3,-13,10
Cc1ccc(C)c(NC(=O)CCC(=O)NN=C2CCCC2)c1,98,1,9,96,-14,-1.7,-4,-16,-4
C#CCSc1nc2sc3c(c2c(=O)n1C)CCC3,97,-9,-6,99,25,-5.2,-1,-9,7
COc1ccc(-c2nnn(CC(=O)N(CCCO)C(C(=O)NC3CCCC3)c3ccncc3)n2)cc1 (stereo not drawn),96,-4,14,97,1,-1.0,3,-35,-6
Cc1ccn2cc(CCNS(=O)(=O)c3ccc4ccccc4c3)nc2c1,102,-4,-3,97,-13,-0.3,-1,3,13
O=C(O)c1ccc(/C=N/NC(=S)NCCN2CCOCC2)cc1,74,-1,-9,72,-4,1.8,-9,1,1
COc1ccccc1NC(=S)N1CCN(C(=O)C2CCCO2)CC1 (stereo not drawn),107,-4,-7,107,2,-1.7,2,5,14
CCN(CC(=O)Nc1ccc2c(c1)OCCO2)Cc1cc(=O)n2ccsc2n1,97,3,5,99,-7,-1.5,6,-22,12
O=C(/C=C/c1ccc(S(=O)(=O)N2CCOCC2)cc1)NCCCn1ccnc1,111,-1,-7,104,5,0.0,1,-2,8
Cc1nnc(SCC2=C(C(=O)O)N3C(=O)C(NC(=O)Cn4ncc(Cl)c4C)C3SC2)s1 (stereo not drawn),97,10,20,101,14,0.6,-1,-25,4
Cc1cccc(N(C(=O)c2csnn2)C(C(=O)NCc2ccccc2)c2ccncc2)c1 (stereo not drawn),102,-2,-8,101,7,-0.4,1,-26,5
O=C(Nc1ccccc1)c1ccc2c(c1)OCCO2,100,-4,9,102,2,1.6,5,4,-6
CCO/C=N/Nc1nc(C(F)(F)F)nc2c1cnn2Cc1ccccc1,102,-2,2,102,-15,-0.7,4,-1,3
C[C@@H](NC(=O)C1(c2ccccc2)CCN(C(=O)OC(C)(C)C)CC1)C(=O)N[C@@H](Cc1ccccc1)C(=O)O,100,-5,18,99,7,-2.3,5,-30,1
Nc1c(S(=O)(=O)c2cccs2)c2nc3ccccc3nc2n1/N=C/c1cccc(O)c1,91,-2,-2,102,10,0.1,0,0,6
CCOC(=O)c1sc(-c2ccccn2)nc1C,107,-10,-3,108,7,-1.5,0,-4,10
O=C1c2ccccc2C(=O)c2c1cccc2N1CCCC1,82,-3,-10,85,13,1.2,-8,10,-16
O=C(NNc1ccccn1)c1ccccc1CC[N+](=O)[O-],98,-8,-6,102,8,-1.7,-2,3,15
COc1ccc(N(CC(=O)N/N=C/c2cccc3c2OCCO3)S(=O)(=O)c2ccc(NC(C)=O)cc2)cc1,105,-1,-44,107,-6,3.4,5,-21,-30
CCN(CCCNC(=O)Cn1ncc2c([nH]c3ccc(C)cc32)c1=O)c1ccccc1,102,0,-3,102,7,-0.2,0,-5,28

# Five entries from above, tab-delimited.
mol	MEKK2wt PB1 HTS	GalR3 antagonist	HCV NS3 hel inh	MEKK3 PB1 HTS	CRFR2-BP antag	CRFR2-BP ag	MEKK2mut PB1 HTS	DNA FID counter	SUMO HTRF inh
O=C(O)c1ccc(/C=N/NC(=S)NCCN2CCOCC2)cc1	74	-1	-9	72	-4	1.8	-9	1	1
COc1ccccc1NC(=S)N1CCN(C(=O)C2CCCO2)CC1 (stereo not drawn)	107	-4	-7	107	2	-1.7	2	5	14
CCN(CC(=O)Nc1ccc2c(c1)OCCO2)Cc1cc(=O)n2ccsc2n1	97	3	5	99	-7	-1.5	6	-22	12
O=C(/C=C/c1ccc(S(=O)(=O)N2CCOCC2)cc1)NCCCn1ccnc1	111	-1	-7	104	5	0.0	1	-2	8
Cc1nnc(SCC2=C(C(=O)O)N3C(=O)C(NC(=O)Cn4ncc(Cl)c4C)C3SC2)s1 (stereo not drawn)	97	10	20	101	14	0.6	-1	-25	4

# New compounds follow
SMILES,MEKK2wt PB1 HTS,GalR3 antagonist,HCV NS3 hel inh,MEKK3 PB1 HTS,CRFR2-BP antag,CRFR2-BP ag,MEKK2mut PB1 HTS,DNA FID counter,SUMO HTRF inh
CN(C)CCCn1c(N)c(C#N)c2nc(C#N)c(C#N)nc21,111,0,23,103,-12,4.1,5,8,29
COc1ccccc1CNC(=O)COc1ccc(S(=O)(=O)N2CCOCC2)cc1C,100,-8,5,101,1,-0.5,2,-33,15
O=C(O)c1ccc(N/N=C/C=C/c2ccccc2)cc1,76,-2,24,86,-1,-1.1,-28,-18,16
Cc1sc(-n2c(C)cc(/C=C3\SC(=S)NC3=O)c2C)c(C#N)c1C,96,-4,34,116,-50,5.6,5,-13,16
Cc1cccc(N2C(N)=C(C#N)C(C#N)(C#N)C2c2ccccc2)c1 (stereo not drawn),104,4,-13,103,34,0.2,5,-4,-18
COC(=O)C(C)NC(=O)C(C)NC(=O)OCc1ccccc1 (stereo not drawn),104,5,-2,102,3,-1.4,8,0,4
CCOc1ccc(NC2C=CS(=O)(=O)C2)cc1 (stereo not drawn),106,-9,-5,98,-4,4.1,1,1,20
Cc1ccc(S(=O)(=O)CCC(=O)Nc2ccc(Br)cc2)cc1,107,-2,11,110,-15,-4.9,14,-17,5
CC12CN3CCN(CC(C3)/C1=N\N=C1/C3CN4CCN(C3)CC1(C)C4)C2,101,3,6,101,-5,-0.4,0,-1,3
Cc1cccc(C(=O)NNC(=O)c2ccccc2)c1,96,-2,8,96,-14,-1.2,-2,-1,0
O=C1C(=O)N(C2CCCC2)C(=O)N1Cc1c(F)cccc1Cl,97,-1,12,101,7,-4.2,-4,-3,1
COc1ccc(CCNC(=O)CN(Cc2ccc(Cl)cc2)S(C)(=O)=O)cc1,102,-12,-16,100,3,-2.0,1,-31,12
COC(=O)c1ccc(CSc2nnc(-c3c[nH]c4ccccc34)n2-c2ccccc2)cc1,123,-7,-19,103,17,2.3,-2,-10,-20
COC(=O)c1ccccc1NC(=O)C1CCCN(S(C)(=O)=O)C1 (stereo not drawn),95,-4,6,100,9,-1.1,-2,-9,10
CCCNC(=O)CN(c1cccc(F)c1)S(C)(=O)=O,87,-1,-4,91,-4,0.9,-5,1,8
CC(=O)/C(N=Nc1ccc2c(c1)OCO2)=C(\C)O,93,-1,5,95,-6,-4.6,-1,-1,-2
NC(=O)c1coc(-c2ccccc2)n1,109,-5,0,116,-1,0.1,-1,-1,-3
C[C@H](NC(=O)C1CCN(S(=O)(=O)c2ccccc2)CC1)C(=O)NCc1cccc(C(F)(F)F)c1,94,1,1,98,0,-1.3,0,-39,6
CCOC(=O)N1CCN(Cc2nc3cc(NC(=O)CC)ccc3n2CC)CC1,106,3,-5,101,6,2.0,3,-25,0
CC1=C(C(=O)Nc2cccc([N+](=O)[O-])c2)C2(CCC(C)CC2)OC1=O (stereo not drawn),95,2,-22,100,9,-0.6,-10,-8,-11
Cc1c(C(c2ccc(C(=O)O)cc2)c2c(C)n(C)n(-c3ccccc3)c2=O)c(=O)n(-c2ccccc2)n1C,106,-7,-9,106,0,-1.7,6,-22,20
O=C(Nc1ncc(Cc2ccc(SC(F)F)cc2)s1)c1ccc(OC(F)F)cc1,100,10,-1,96,-110,68*,-1,-4,13
Cc1cc(C)nc(NS(=O)(=O)c2ccc(NC(=O)c3snnc3C)cc2)n1,100,-8,2,100,-3,2.5,4,-13,19
COc1cccc(N2CCN(c3ccc4nnc(CCC(=O)N5CCN(C)CC5)n4n3)CC2)c1,103,-7,-7,100,3,-1.2,2,0,1
Cc1nc(Nc2ccc(S(N)(=O)=O)cc2)oc1C,98,1,81*,97,11,-1.1,-1,-4,16
CCNc1nc(C)cc(COC)c1C#N,101,-5,10,99,10,-1.2,9,2,28
COC(=O)c1ccc(C(=O)OC)c(NC(=S)N2CCN(c3cccc(Cl)c3)CC2)c1,96,-11,14,98,-6,-1.2,-3,-2,-7
COc1ccc(C(=O)NC(=S)N2CC(C)OC(C)C2)cc1OC (stereo not drawn),79,1,4,70,11,1.3,-8,-4,-2
Cc1ccc(N2C(=O)NC(NS(=O)(=O)c3ccc(C)cc3)(C(F)(F)F)C2=O)cc1 (stereo not drawn),98,-6,11,100,3,-0.3,0,-8,-5
COc1ccc(NC(=O)C2CCN(c3cc(C)nc(-c4ccccc4)n3)CC2)cc1,101,-1,-8,103,1,-2.9,6,1,-18
O=C(O)c1cccc(S(=O)(=O)NNc2ccccc2C(F)(F)F)c1,100,-8,8,103,0,-0.6,-4,-1,-4
